PolyA inhibitor: blocks polyadenylation in yeast reporter cells; S. cerevisiae SKY197-pL101 polyadenylation reporter, beta-gal luminescence; efflux-impaired pdr1/pdr3 knockout yeast; score 100 = 6 SD above DMSO; calls only at 12 µM; 300,000 tested, 0.02% active;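 active means lowest replicate activity score at least 50, where 100 means six control SD above control mean; inconclusive means lowest score under 50 but half or more replicates reach 50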;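 further: yeast exposed to compound for 9 h at 30 °C; higher score means more reporter readthrough which indicates perturbed polyadenylation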
Dyrk1A ADPGlo: inhibitors of rat Dyrk1A kinase; Q63470; ADP-Glo luminescence, NFATc1 peptide; inhibition, % at 12.5 µM; 310,000 tested, 0.43% active; in the data active means inhibition above about 50%;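 further: plate controls were vehicle with enzyme for no effect and no enzyme for full effect; many of its hits are not listed in these tables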
HDAC3 inh: human HDAC3 inhibition; inhibition, % at 8.3 µM; 320,000 tested, 0.15% active; AID 2718; O15379; recombinant HDAC3, fluorogenic peptide/trypsin coupled, fluorescence; in the data active means inhibition above about 26%, passing the limit was not always enough; inconclusive means no clear call, values can overlap the other calls
Target sequence (O15379 whole entry, looked up): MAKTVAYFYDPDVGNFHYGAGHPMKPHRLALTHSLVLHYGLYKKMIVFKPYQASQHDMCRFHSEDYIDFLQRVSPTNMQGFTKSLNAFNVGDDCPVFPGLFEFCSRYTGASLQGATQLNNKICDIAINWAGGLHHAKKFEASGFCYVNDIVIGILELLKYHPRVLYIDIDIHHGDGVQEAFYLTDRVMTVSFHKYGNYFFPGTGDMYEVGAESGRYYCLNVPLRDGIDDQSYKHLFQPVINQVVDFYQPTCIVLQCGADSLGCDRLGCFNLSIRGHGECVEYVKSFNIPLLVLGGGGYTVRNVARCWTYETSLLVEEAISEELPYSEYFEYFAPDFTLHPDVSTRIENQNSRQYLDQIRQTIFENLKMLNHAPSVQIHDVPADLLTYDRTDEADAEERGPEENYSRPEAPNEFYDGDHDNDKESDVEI
HSF1 activator: increases HSF-1 driven luciferase reporter signal; AID 504408; activation, % at 9 µM; 300,000 tested, 1.7% active; NIH3T3-HGL HSF-1 luciferase reporter, MG132, 8 h; 100% = twice DMSO control signal;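 active means mean replicate activation of at least 50% with a set share of replicates each reaching 50%; inconclusive means only one of those two conditions met; inactive means mean below 50% and too few replicates reaching it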;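 further: 0% = median of the neutral control wells and 100% = twice that signal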
AI-2 QS mod: modulates the Vibrio harveyi AI-2 quorum sensing system; Vibrio harveyi JMH597 AI-2 luminescence/OD600 ratio, 9 h; active compounds read low; strain lacks LuxN and CqsS sensors; 0 = neutral-control median; activity change, % at 7.5 µM; 300,000 tested, 0.4% active; AID 2094; in the data active means activity change below about -75%, passing the limit was not always enough; inconclusive means no clear call, values can overlap the other calls;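 further: luminescence divided by OD600 gain over 9 h not by final OD600 alone; inactives centre near 13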
GSK3 alpha inh: inhibitors of human GSK-3 alpha kinase. inhibition, % at 10 µM. ADP-Glo luminescence, 60 min. 320,000 tested, 0.1% active. AID 2650. P49840;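 in the data active means inhibition above about 50%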;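 further: GST-tagged GSK-3 alpha with peptide substrate and 25 µM ATP; 0% = DMSO neutral wells and 100% = GW8510 positive control wells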
Target sequence (P49840 whole entry, looked up): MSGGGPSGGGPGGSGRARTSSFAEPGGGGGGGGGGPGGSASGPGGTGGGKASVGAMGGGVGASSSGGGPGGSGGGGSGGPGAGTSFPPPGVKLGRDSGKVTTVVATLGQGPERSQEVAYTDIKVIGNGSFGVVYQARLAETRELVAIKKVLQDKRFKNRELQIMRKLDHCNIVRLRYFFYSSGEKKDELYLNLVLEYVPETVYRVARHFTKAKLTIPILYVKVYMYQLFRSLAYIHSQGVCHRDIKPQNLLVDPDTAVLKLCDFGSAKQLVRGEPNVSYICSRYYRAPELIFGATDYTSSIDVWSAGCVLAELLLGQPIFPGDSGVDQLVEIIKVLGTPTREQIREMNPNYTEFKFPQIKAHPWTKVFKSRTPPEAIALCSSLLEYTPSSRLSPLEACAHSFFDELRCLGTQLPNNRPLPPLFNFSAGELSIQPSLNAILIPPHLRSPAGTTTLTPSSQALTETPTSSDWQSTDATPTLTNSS
HSP90 refold inh: blocks HSP90-mediated luciferase refolding in reticulocyte lysate | 290,000 tested, 0.91% active | Rabbit reticulocyte lysate, luciferase refolding luminescence, 3 h | inhibition, % at 5.6 µM | AID 1789;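 active means inhibition above the screen-wide mean plus 3 SD, computed separately per campaign, cut at about 16% in these data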;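 further: 0% = DMSO wells and 100% = 60 µM geldanamycin wells; inhibitors lower the luminescence because luciferase stays unfolded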
GSK3beta inhib: blocks human GSK3beta kinase activity | GST-GSK3beta kinase, ADP-Glo luminescence, 60 min; active compounds read low | activity score (negative = inhibition), % at 10 µM | 300,000 tested, 0.038% active;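 active means more than half of replicate wells score below -50%, meaning over 50% inhibition versus plate controls; inconclusive means some replicates but at most half score below -50%; inactive means no replicate scores below -50%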;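 further: 0% = median DMSO wells and -100% = median GW8510 positive control wells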
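Test system: GST-fused GSK3beta enzyme, cell-free | Quantity: 1.6 ng GST-GSK3beta enzyme per well | Reagent: 25 µM ATP with peptide substrate | Schedule: 60 min enzyme reaction, room temperature | Signal: Luminescent ADP-Glo measurement of ADP formed | Read-out basis: Score relative to plate controls | Control set: DMSO and 20 µM GW8510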
HSF1 inhib: HSF1 inhibition; NIH3T3-HGL HSE-luciferase, MG132-induced, luminescence 8 h; active compounds read low; activity change, negative = inhibition, % at 7.5 µM (by protocol); 300,000 tested, 0.77% active;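 active means more than half of replicate wells show activity change below -50%, luminescence cut by over half; inconclusive means some wells, but at most half, below -50%; inactive means no replicate well below -50%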;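 further: luciferase reports HSF-1 transcriptional activity via heat shock element; 0% = median of DMSO wells and -100% = zero luminescence signal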
Platelet DG rel: platelet dense granule release activity | inhibition, %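 (compounds screened at 7.5 µM in platelet-rich plasma)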 | 300,000 tested, 0.22% active | human platelet-rich plasma, SFLLRN dense granule ATP release, luminescence | AID 1663;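 active means mean replicate score, as percent of positive control, at or above 50; inconclusive means mean below 50 but at least one replicate at or above 50; inactive means mean and every replicate below 50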
* marks the source's active call; other numbers are inactive results; i = inactive; ? = inconclusive; · = no result given.

1) COc1ccc(N2C(S)=C(C#N)C(=O)NC23CCCCC3)cc1
2) O=C(NCc1ccco1)c1ccc(S(=O)(=O)c2cccc(S(=O)(=O)N3CCOCC3)c2)cc1
3) COC(=S)Nc1cccc(C(F)(F)F)c1
4) CC(C)c1ccc(NC(=O)COc2nnc(-c3cccs3)c(-c3cccs3)n2)cc1
5) Cc1ccccc1CSc1nnc(-c2ccncc2)n1C
6) O=C(CN1C(=O)NC2(CCCC2)C1=O)OCCOc1cccc(Br)c1
7) CCN(CC)CCCNC(=O)c1nn2c(C(F)(F)F)cc(-c3ccccc3)nc2c1Cl
8) O=C(NCc1ccccc1)C1=C[C@H](c2coc3ccccc3c2=O)C[C@H](OCCCCO)O1
9) O=c1c2ccccc2nc2n1CCO2
10) CCc1ccc(S(=O)(=O)/N=C2\C=C(Nc3cccc(C(=O)O)c3)C(=O)c3ccccc32)cc1
Compound	1	2	3	4	5	6	7	8	9	10
PolyA inhibitor	i	i	i	i	i	i	i	·	i	i
Dyrk1A ADPGlo	2	2	·	-3	2	7	-1	9	1	42
HDAC3 inh	13	-3	-11	2	1	-2	3	1	-2	7
HSF1 activator	-23	22	-3	-18	5	14	15	-4	5	14
AI-2 QS mod	23	21	13	19	5	3	-1	-4	23	29
GSK3 alpha inh	8	-1	-1	·	4	-1	-1	0	0	8
HSP90 refold inh	0	2	-3	0	-5	·	0	10	-2	69*
GSK3beta inhib	-4	-2	1	4	-4	0	0	3	6	-5
HSF1 inhib	-7	10	-3	-9	-2	6	2	0	3	8
Platelet DG rel	3	0	-2	-8	·	2	9	-1	18	-5

11) O=C(c1ccc(CNc2c(N3CCCC3)c(=O)c2=O)cc1)N1CCN(C2CCCCC2)CC1
12) Cc1ccc(C(=O)NNC(=O)CSc2n[nH]c(-c3cccnc3)n2)cc1
13) CCOC(=O)N1CCN(C(=O)c2ccc(Cl)c(S(=O)(=O)N3CCCC3)c2)CC1
14) O=C(c1cc(COc2c(F)cccc2F)on1)N1CCC(c2ccccc2Cl)C1 (centres undefined)
15) CCC1=[N+](C)CCn2c(C)ccc21
16) CCOc1ncccc1C(=O)OCc1ccc(Cl)cc1
17) CCc1ccccc1N1CC(C(=O)Nc2cc(C)on2)CC1=O (centres undefined)
18) Cc1cc(-c2ccccc2)nc(N2CCN(c3ccccn3)CC2)n1
19) CCSc1nc2sc3c(c2c(=O)n1-c1ccc(OC)cc1)CCN(C)C3
20) CCOc1ccc(/C=N\NC(=O)c2c(C)nc3cc(C)ccn23)cc1
Compound	11	12	13	14	15	16	17	18	19	20
PolyA inhibitor	i	i	i	i	i	i	i	i	i	i
Dyrk1A ADPGlo	-1	6	6	-3	-1	-7	-6	-7	6	4
HDAC3 inh	2	1	-9	-7	5	-1	-4	-4	0	2
HSF1 activator	5	8	-11	45	5	12	33	15	-7	-3
AI-2 QS mod	3	24	24	7	12	21	9	0	2	3
GSK3 alpha inh	5	5	0	·	0	-2	2	1	2	-2
HSP90 refold inh	-1	-9	-3	-2	1	-3	1	2	4	2
GSK3beta inhib	-3	0	3	3	2	0	0	-3	3	-4
HSF1 inhib	-5	-5	-4	12	-2	3	4	-3	-1	-2
Platelet DG rel	-16	14	-2	2	1	-10	-1	0	13	0

21) SC(COCc1ccccc1)CN1CCN(Cc2ccc3c(c2)OCO3)CC1 (centres undefined)
22) Cc1ccc(OCCCC(=O)Nc2ccc(N3CCOCC3)cc2)c(C)c1
23) O=C(O)CSC(C(=O)Nc1ccc(Br)cc1)c1ccccc1 (centres undefined)
24) Cc1ccc(S(=O)(=O)N2CCCC2C(=O)NCc2ccco2)cc1 (centres undefined)
25) Cc1cc(C)n(-c2ccc(C(=O)C(C#N)c3nc4ccccc4n3C)cc2)n1 (centres undefined)
26) CC(=O)N=c1c(C#N)cc2c(=O)n3ccccc3nc2n1CCCOC(C)C
27) NC(=O)COC(=O)CC1CC2CCC1C2 (centres undefined)
28) COC(=O)c1[nH]c2cc(OC)ccc2c1NC(=O)CCN1CCN(c2cccc(C)c2C)CC1
29) Cc1cc(C)n(-c2cc(N3CCOCC3)ncn2)n1
30) CC(=O)c1c(C)n(-c2ccc(Cl)cc2)c2ccc(O)cc12
Compound	21	22	23	24	25	26	27	28	29	30
PolyA inhibitor	i	i	i	i	i	i	i	i	i	i
Dyrk1A ADPGlo	-2	-3	2	-9	-2	·	-3	-4	0	1
HDAC3 inh	9	-4	5	2	-6	-168	0	-2	12	1
HSF1 activator	13	5	0	7	5	-5	1	33	8	-5
AI-2 QS mod	4	20	40	10	24	19	14	3	6	18
GSK3 alpha inh	-3	0	-3	-1	-2	1	1	-2	-2	0
HSP90 refold inh	-1	-1	-3	2	1	0	-2	-3	4	0
GSK3beta inhib	-4	1	2	-5	6	2	3	2	1	1
HSF1 inhib	-7	4	-2	2	3	1	-8	10	3	-6
Platelet DG rel	5	-12	-1	5	3	-42	-1	15	-22	-5

31) CC(C)C(=O)NNC(=O)CSc1nnnn1C(C)C
32) C=C(C)C(=O)O[C@H]1C/C(C)=C\C(=O)/C=C(\C)[C@H](O)[C@@H]2OC(=O)C(=C)[C@@H]21
33) Cc1ccnc(NC(=O)CC(NC(=O)c2ccccc2Cl)c2ccccc2)c1 (centres undefined)
34) COc1ccc(C)cc1NC(=O)CN1C(=O)COc2ccc(S(=O)(=O)N3CCCCC3)cc21
35) CC(=O)NCCc1nc2cc(NC(=O)c3ccccc3)ccc2n1C
36) CCc1ccc(S(=O)(=O)Nc2nccs2)cc1
37) COCCNC(=O)CCc1ccc(S(=O)(=O)Nc2ccc(C)cc2)cc1
38) CC(C)C(NC(=O)OC(C)(C)C)C(=O)NC(CCC(=O)OCc1ccccc1)C(N)=O (centres undefined)
39) CCCCCCSc1ccc(-c2nc3ccccn3c2NCCCC)cc1
40) CCOc1ccc(S(=O)(=O)N2CCC(C(=O)N3CCN(c4ccccc4F)CC3)CC2)cc1C
Compound	31	32	33	34	35	36	37	38	39	40
PolyA inhibitor	i	i	i	i	i	i	i	i	i	i
Dyrk1A ADPGlo	1	·	-3	-1	·	-1	2	-9	3	4
HDAC3 inh	0	9	5	5	10	-1	6	-3	-26	1
HSF1 activator	-6	-74	0	2	-16	-7	-3	1	8	6
AI-2 QS mod	10	5	4	41	12	-6	3	15	28	15
GSK3 alpha inh	-2	5	-2	0	-2	-2	-1	-2	-3	-1
HSP90 refold inh	-2	·	·	1	3	12	1	3	·	4
GSK3beta inhib	1	3	-2	1	1	0	-1	0	1	3
HSF1 inhib	-5	-74*	5	-6	4	-11	-1	3	9	5
Platelet DG rel	1	0	-2	-12	4	6	-5	2	-2	-4

Retrieved by compound from the entries so far (two):
38) CC(C)C(NC(=O)OC(C)(C)C)C(=O)NC(CCC(=O)OCc1ccccc1)C(N)=O (centres undefined)
40) CCOc1ccc(S(=O)(=O)N2CCC(C(=O)N3CCN(c4ccccc4F)CC3)CC2)cc1C
Compound	38	40
PolyA inhibitor	i	i
Dyrk1A ADPGlo	-9	4
HDAC3 inh	-3	1
HSF1 activator	1	6
AI-2 QS mod	15	15
GSK3 alpha inh	-2	-1
HSP90 refold inh	3	4
GSK3beta inhib	0	3
HSF1 inhib	3	5
Platelet DG rel	2	-4

(continued)
41) CCOC(=O)C(C)Sc1nc2c(c(-c3cccs3)c1C#N)CCC2 (centres undefined)
42) C/C(=N/NS(=O)(=O)c1ccc(Cl)cc1)c1cccc(O)c1
43) CCNC(=O)NC(=O)C(C)OC(=O)C1CCN(S(=O)(=O)c2ccccc2C(=O)OC)CC1 (centres undefined)
44) CCOC(=O)C1=C(COC(=O)c2cc(Br)c(Br)s2)NC(=O)NC1C (centres undefined)
45) CC(C)CNC(=O)NC(=O)COc1ccc(C=O)cc1
46) COc1cc(CCC(C)=O)ccc1OC(=O)c1c(F)cccc1Cl
47) COc1ccc(-n2c(=O)c3c4c(sc3n(CC(N)=O)c2=O)CCCCC4)cc1
48) Cc1ccc(C(=O)O)cc1N1C(=O)c2cccc3cc(Br)cc(c23)C1=O
49) Cc1ccc(C)c(N(CC(=O)NC(C)(C)C)C(=O)CNC(=O)c2cccs2)c1
50) O=C(NNC(=O)c1cc(-c2ccncc2)nc2ccccc12)Nc1ccc(F)cc1
Compound	41	42	43	44	45	46	47	48	49	50
PolyA inhibitor	i	i	i	i	i	i	i	i	i	i
Dyrk1A ADPGlo	-8	6	-2	17	0	·	2	-6	-3	-5
HDAC3 inh	10	3	-2	-3	0	?	6	2	1	6
HSF1 activator	26	4	-2	-4	28	?	52*	0	-11	-3
AI-2 QS mod	13	-7	15	-26	20	8	21	21	16	19
GSK3 alpha inh	-2	-5	-2	-4	0	-1	-3	0	-5	6
HSP90 refold inh	1	0	4	·	3	-3	7	1	-4	-5
GSK3beta inhib	0	1	1	1	1	2	2	0	1	-1
HSF1 inhib	15	-1	4	14	13	21	11	-5	-5	-5
Platelet DG rel	3	12	-3	5	4	3	-9	-4	-2	10

Some of the entries above in a different format.
17: CCc1ccccc1N1CC(C(=O)Nc2cc(C)on2)CC1=O (centres undefined)
- PolyA inhibitor: i
- Dyrk1A ADPGlo: -6
- HDAC3 inh: -4
- HSF1 activator: 33
- AI-2 QS mod: 9
- GSK3 alpha inh: 2
- HSP90 refold inh: 1
- GSK3beta inhib: 0
- HSF1 inhib: 4
- Platelet DG rel: -1

31: CC(C)C(=O)NNC(=O)CSc1nnnn1C(C)C
- PolyA inhibitor: i
- Dyrk1A ADPGlo: 1
- HDAC3 inh: 0
- HSF1 activator: -6
- AI-2 QS mod: 10
- GSK3 alpha inh: -2
- HSP90 refold inh: -2
- GSK3beta inhib: 1
- HSF1 inhib: -5
- Platelet DG rel: 1

(listing goes on)
51) O=C1OC(/C=C/c2ccccc2)=NC/1=C/C=C/c1ccccc1
52) Cc1ccc(S(=O)(=O)N(CC(=O)NCC2CCCO2)C2CCCCC2)cc1 (centres undefined)
53) CCCOc1ccc(CSC2=NCCN2)cc1[N+](=O)[O-]
54) COc1ccc(C2(C(=O)N3CCC(n4nc(-c5ccccc5)oc4=O)CC3)CC2)cc1
55) Cc1ccccc1NC(=O)Cn1c(=O)n(CC2CCCO2)c(=O)c2ccccc21 (centres undefined)
56) COCCc1nnc(NC(=O)Cc2ccccc2)s1
Compound	51	52	53	54	55	56
PolyA inhibitor	i	i	i	i	i	i
Dyrk1A ADPGlo	-2	11	2	1	-5	-3
HDAC3 inh	3	-26	0	-1	0	-1
HSF1 activator	112*	15	-5	-2	-17	0
AI-2 QS mod	28	21	3	0	4	23
GSK3 alpha inh	-1	-2	3	-1	-3	0
HSP90 refold inh	-8	-3	0	-3	-3	0
GSK3beta inhib	1	-1	3	-3	4	4
HSF1 inhib	82	-3	-2	2	4	-5
Platelet DG rel	-10	1	10	3	-1	5

Source: PubChem (several laboratories)

Only part of the results is shown, so the mix of outcomes need not match the whole.
